# Screens deposited in PubChem BioAssay by several laboratories.
# OX1R antag-1 – antagonists of human orexin 1 receptor (OX1R); O43613; OX1R-expressing cells, FRET antagonist read-out; inhibition, % at 6.6 µM; 330,000 tested, 1.8% active; AID 485270; in the data active = inhibition mostly above about 38%, no sharp cut-off; inactive = mostly below about 40%;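 also: 0% = agonist challenge alone and 100% = reference antagonist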
# Target sequence (O43613 whole entry, looked up): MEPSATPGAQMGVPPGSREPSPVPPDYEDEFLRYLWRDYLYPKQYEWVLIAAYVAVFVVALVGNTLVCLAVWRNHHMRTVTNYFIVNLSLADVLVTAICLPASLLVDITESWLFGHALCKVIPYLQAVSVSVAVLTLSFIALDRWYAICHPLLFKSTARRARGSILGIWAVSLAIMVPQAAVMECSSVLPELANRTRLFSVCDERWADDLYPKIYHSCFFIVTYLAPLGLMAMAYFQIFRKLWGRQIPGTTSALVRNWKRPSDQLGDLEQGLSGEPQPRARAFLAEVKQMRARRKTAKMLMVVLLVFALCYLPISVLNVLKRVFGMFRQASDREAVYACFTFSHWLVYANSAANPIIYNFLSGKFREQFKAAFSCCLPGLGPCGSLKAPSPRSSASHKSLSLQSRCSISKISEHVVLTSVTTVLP
# STK33 kinase inh – blocks human STK33 kinase activity; inhibition, % at 10 µM; AID 2661; purified STK33, MBP phosphorylation, ADP-Glo luminescence; 320,000 tested, 0.073% active;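 active = inhibition at or above 25%, using the most active replicate where run in duplicate; inactive = inhibition below 25%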
# Target sequence (Q9BYT3 whole entry, looked up): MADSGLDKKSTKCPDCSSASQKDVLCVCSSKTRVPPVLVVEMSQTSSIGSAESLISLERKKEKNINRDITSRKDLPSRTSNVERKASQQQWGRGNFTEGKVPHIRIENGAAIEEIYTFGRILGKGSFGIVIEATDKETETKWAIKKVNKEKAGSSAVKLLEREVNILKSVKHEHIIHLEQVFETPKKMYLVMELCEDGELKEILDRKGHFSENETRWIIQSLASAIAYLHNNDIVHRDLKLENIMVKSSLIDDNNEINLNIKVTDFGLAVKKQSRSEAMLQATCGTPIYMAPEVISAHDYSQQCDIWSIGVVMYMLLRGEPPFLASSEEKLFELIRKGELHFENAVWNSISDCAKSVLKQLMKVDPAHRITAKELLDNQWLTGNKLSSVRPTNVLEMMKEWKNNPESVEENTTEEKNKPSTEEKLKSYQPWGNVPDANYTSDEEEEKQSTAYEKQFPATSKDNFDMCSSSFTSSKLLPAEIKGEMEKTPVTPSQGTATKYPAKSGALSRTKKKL
# OX1R antag-2 – antagonists of human orexin 1 receptor; O43613; CHO/OX1R cells, Fluo-8 calcium fluorescence, orexin A; inhibition, % at 5 µM; 330,000 tested, 0.43% active; AID 434989;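 active = inhibition above its plate's threshold, mean inhibition of all tested compounds on the plate plus 3 SD, cut at about 37% in these data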;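 also: 0% = orexin A challenge wells and 100% = SB-334867-A antagonist wells; not every result past the cut was called active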
# * hit, by the source's call; · = not tested or not shown.
SMILES,OX1R antag-1,STK33 kinase inh,OX1R antag-2
Cc1ccc(N(C(=O)Cn2nnc(-c3ccc(C)o3)n2)C(C(=O)NC2CCCC2)c2ccncc2)cc1 (stereo not drawn),24,0.2,-32
CC12CCC(C(N)=O)(c3nc4ccccc4nc31)C2(C)C (stereo not drawn),16,-0.4,-4
CC(=O)N1CC[n+]2c(-c3ccc(Cl)cc3)csc21,6,·,-20
O=C(c1ccc(F)cc1)N1CCN(S(=O)(=O)c2ccc(Br)cc2)CC1,14,-0.6,-29
Cc1ccc(CS(=O)(=O)CCC(=O)NCCN2CCCC2)cc1,11,-0.5,-4
O=C1C=C(c2ccc(Oc3ccccc3)cc2)C[C@@H](c2ccc3c(c2)OCO3)C1,-3,-1.8,2
COC(=O)c1cc2occc2n1CC(=O)N(C)C1CCCCC1,18,-1.9,-24
CNS(=O)(=O)c1cccc(C(=O)OCC(=O)N2c3ccccc3CC2C)c1 (stereo not drawn),24,-0.6,-29
Cc1ccnc(N2CCC(C(=O)NCc3ccccc3F)CC2)n1,17,-1.7,-23
CSc1nc2ccc(NC(=O)C3CC(=O)N(Cc4ccccc4)C3)cc2s1 (stereo not drawn),17,0.2,-16
COc1ccc(NC(=O)CSc2ccc3nnc(CCNC(=O)c4ccccc4)n3n2)cc1OC,-4,0.5,11
C#CCOCCOCCOCCNc1nc(N2CCN(C(=O)[C@H]([C@@H](C)O)n3cc(CCCCN)nn3)CC2)nc(N2CCN(C(=O)[C@H](C)n3cc(CCCN=C(N)N)nn3)CC2)n1,26,0.6,-9
CC(=O)c1ccc(N2CCN(C(=O)c3cc4c(s3)CCCC4)CC2)cc1,7,-1.1,-20
Cn1c(=O)c2sc3c(c2n(CC(=O)Nc2ccccc2)c1=O)COC(C)(C)C3,12,1.4,-13
O=C(NC1=NCCS1)c1cc(-c2cccnc2)nc2ccccc12,26,1.8,-18
O=C(COC(=O)Cc1c(Cl)cccc1Cl)NCc1ccco1,6,0.9,-19
NC(=O)c1ccccc1N=Cc1cccnc1,2,-1.1,-4
S=C(Nc1ccc(Cl)cc1Cl)Nn1cnnc1,4,-0.8,6
Cc1ccc(C(=O)NC(NCc2ccco2)C(Cl)(Cl)Cl)cc1 (stereo not drawn),10,-0.7,-20
CC(OC(=O)C1CCN(c2ccc(C(F)(F)F)cn2)CC1)C(=O)NC1CCCCC1C (stereo not drawn),8,0.1,-21

# Quoted at random: two records from the list.
SMILES,OX1R antag-1,STK33 kinase inh,OX1R antag-2
COc1ccc(NC(=O)CSc2ccc3nnc(CCNC(=O)c4ccccc4)n3n2)cc1OC,-4,0.5,11
CC(OC(=O)C1CCN(c2ccc(C(F)(F)F)cn2)CC1)C(=O)NC1CCCCC1C (stereo not drawn),8,0.1,-21

# (list continues)
SMILES,OX1R antag-1,STK33 kinase inh,OX1R antag-2
CCOc1ccc(S(=O)(=O)N2CCN(C(=O)CCOc3ccccc3C)CC2)cc1,24,-1.5,-29
c1cnc(SCCOc2cccc3ccccc23)nc1,36,-0.5,-16
Cc1ccc(N(CCC#N)C(=O)COC(=O)C2CCN(S(=O)(=O)c3ccc(C)c(C)c3)CC2)cc1,12,-1.7,-21
Cc1cccn2c(=O)c(C=O)c(N3CCN(C)CC3)nc12,11,-1.6,-8
CC(C)CC(=O)N/C(N)=N/c1nc2ccccc2o1,7,-0.8,-2
O=c1cc(-c2ccc(O)cc2)oc2c(O)c(O)c(O)c(O)c12,8,16,-5
COc1ccc(CN(C)C2CCCCC2)c(C)c1C,14,-0.6,-14
COc1ccc(Nc2nccc(N(C)C)c2C#N)cc1,6,-1.6,15
Cc1cc(C(=O)Nc2sc3c(c2C#N)CCC3)no1,21,-0.8,-16
Cc1cc(Cn2nc(-c3ccccc3)cc2C(=O)NCc2cccc(C(F)(F)F)c2)on1,35,-0.2,-16
O=C(CSc1nnc2sc3ccccc3n12)NCc1ccc2c(c1)OCO2,20,1.1,-10
Cc1c(NS(=O)(=O)c2cccc(C(=O)N3CCC(C(N)=O)CC3)c2)c(=O)n(-c2ccccc2)n1C,4,-0.7,-1
O=C1Nc2ccc(Br)cc2C1(O)Cc1ccncc1 (stereo not drawn),14,-0.5,4
OC(COCC1COc2ccccc2O1)CN1CCN(c2ccccc2F)CC1 (stereo not drawn),8,-1.9,-22
COC(=O)C1(S(=O)(=O)c2cccc3nsnc23)CC1,106*,-0.9,-21
O=C(COC(=O)c1ccc(S(=O)(=O)NCc2ccco2)cc1)NC1CCCCCC1,8,-0.6,-19
CC(C)(C)OC(=O)NCc1ccc(CNC(=O)c2nc[nH]c2C(=O)NCc2ccc(CNC(=O)OC(C)(C)C)cc2)cc1,0,-0.4,21
CC(C)(C)c1ccc(CN2C(=O)CSC2=O)cc1,10,-1.2,3
COc1ccc(C(=O)OCC(=O)Nc2c(C)cccc2C)c(OC)c1OC,14,-1.6,-5
O=C(NCC1CCCO1)c1nn2c(C(F)(F)F)cc(-c3cccs3)nc2c1Br (stereo not drawn),45,-1.5,-7
CCCn1c(C)nc2c(c1=O)c1nc3ccccc3nc1n2CCC1=CCCCC1,14,-0.7,-52
CNc1nc(N)c([N+](=O)[O-])c(NCC2CCCO2)n1 (stereo not drawn),17,4.0,-5
CC(C)NC(=O)CC(=O)N/N=C/c1cccs1,5,-3.0,-2
COC(=O)C(NC(=O)c1ccccc1)(Nc1nccs1)C(F)(F)F (stereo not drawn),8,-3.7,-6
CC(C)(C)c1ccc(OCc2nc(-c3ccccn3)no2)c(Br)c1,-1,-0.9,-31
CCOC(=O)CC1(c2ccc(OC)c(OC)c2)C(=O)c2ccccc2C1=O,19,-1.9,-13
CCOC(=O)C1=C(C)N(c2ccc(OC)cc2)C(=O)/C1=C\c1ccc(O)c(OCC)c1,17,-2.2,-12
CCCNc1cc(C)oc(=O)c1C(=O)CCC,0,-2.1,-5
Cc1ccc[n+](-c2[nH]c(=O)sc2/C=N/N=C(\[O-])c2cccnc2)c1,15,3.0,-10
Cc1ccc2c(c1)-c1c(ssc1=S)C(C)(C)N2C(=O)CSC1=NCCS1,25,-2.3,-14
COc1ccc(CCC2(C)NC(=O)NC2=O)cc1 (stereo not drawn),9,-0.3,9
CC(C)CNC(=O)CN(C1CCCCC1)S(=O)(=O)c1ccccc1,7,-1.4,-24
COc1ccc(NC(=O)c2cc3nc(-c4ccccc4)cc(C)n3n2)cc1OC,43,-0.3,-16
Cc1ccc(C(=O)N/N=C\c2ccc(Br)o2)o1,7,-1.8,-4
c1ccc(C2=NN(c3ccccc3)C(c3ccco3)C2)cc1 (stereo not drawn),13,0.2,-50
Cc1coc2cc3oc(=O)c4c(c3cc12)CCCC4,24,-1.2,-19
O=C(NCc1ccccc1Cl)c1cc(=O)[nH]c2ccccc12,21,-0.6,-26
CC(C)c1nnc(NC(=O)CCC(=O)N2CCN(c3ccc(F)cc3)CC2)s1,7,-3.4,-25
C/C=C(\C)C(=O)O[C@@H]([C@H](O)c1cc2ccc(=O)oc2cc1OC)C(C)(C)O,4,-0.3,-13
S=C(N/N=C/c1ccccc1Cl)Nc1ccccc1,12,-0.7,-21

# An excerpt of these results, with tabs:
smiles	OX1R antag-1	STK33 kinase inh	OX1R antag-2
Cn1c(=O)c2sc3c(c2n(CC(=O)Nc2ccccc2)c1=O)COC(C)(C)C3	12	1.4	-13
O=C(NC1=NCCS1)c1cc(-c2cccnc2)nc2ccccc12	26	1.8	-18
O=C(COC(=O)Cc1c(Cl)cccc1Cl)NCc1ccco1	6	0.9	-19
NC(=O)c1ccccc1N=Cc1cccnc1	2	-1.1	-4
S=C(Nc1ccc(Cl)cc1Cl)Nn1cnnc1	4	-0.8	6
Cc1ccc(C(=O)NC(NCc2ccco2)C(Cl)(Cl)Cl)cc1 (stereo not drawn)	10	-0.7	-20
CC(OC(=O)C1CCN(c2ccc(C(F)(F)F)cn2)CC1)C(=O)NC1CCCCC1C (stereo not drawn)	8	0.1	-21
CCOc1ccc(S(=O)(=O)N2CCN(C(=O)CCOc3ccccc3C)CC2)cc1	24	-1.5	-29
c1cnc(SCCOc2cccc3ccccc23)nc1	36	-0.5	-16
Cc1ccc(N(CCC#N)C(=O)COC(=O)C2CCN(S(=O)(=O)c3ccc(C)c(C)c3)CC2)cc1	12	-1.7	-21
Cc1cccn2c(=O)c(C=O)c(N3CCN(C)CC3)nc12	11	-1.6	-8
CC(C)CC(=O)N/C(N)=N/c1nc2ccccc2o1	7	-0.8	-2
O=c1cc(-c2ccc(O)cc2)oc2c(O)c(O)c(O)c(O)c12	8	16	-5

# (next part)
SMILES,OX1R antag-1,STK33 kinase inh,OX1R antag-2
CC(C)CNc1nnnc2c1sc1nc(N3CCOCC3)c3c(c12)CCCC3,10,·,7
COc1ccccc1CNC(=O)CN(C)CC(=O)Nc1ccccc1Br,24,-1.1,-11
CCn1cc(C(C)NC(=O)Nc2ccccc2C(=O)OC)c(C)n1 (stereo not drawn),28,-0.9,-25
CCOc1ccc2nc(NC(=O)CSc3nc4ccccc4c(=O)n3Cc3ccco3)sc2c1,24,-0.4,-17
O=S(=O)(Nc1ccc(N=Nc2ccc(O)c3ccccc23)cc1)c1ccccc1,-1,4.3,19
CCOC(=O)c1ccc(S(=O)(=O)N2CCN(C(=O)CSc3nc4ccccc4o3)CC2)cc1,22,-0.1,-7
O=C1NC(=O)c2cc3ccccc3cc21,12,2.4,0
COc1ccccc1CN1C(=O)CNC1=S,32,1.5,-19
Cc1c(OCC(=O)NCc2cccnc2)ccc2c3c(c(=O)oc12)CCC3,23,-0.5,-26
Cc1ccccc1NC1=CC(=O)CC(C)(C)C1,13,-2.5,-16
CCCCCC(=O)N1CCN(c2ccc(C(C)=O)cc2F)CC1,26,0.4,-6
CC1=C(C(N)=O)C(c2cccs2)n2ncnc2N1 (stereo not drawn),20,-1.2,-12
COc1ccccc1NC(=O)Cn1c(=O)n(C)c(=O)c2sc3c(c21)COC(C)(C)C3,29,0.1,-17
Cc1ccc(-c2ccc(C(=O)Nc3cccc(F)c3)o2)c2ccccc12,38,1.9,-24
CCN(C[C@H]1N[C@@](C)(C(=O)OC)[C@H]2C(=O)N(C)C(=O)[C@@H]12)S(=O)(=O)c1ccc(C(F)(F)F)cc1,-1,0.5,-23
CC(OC(=O)c1ccc(S(=O)(=O)N2CCCCC2)cc1)C(=O)NC1CCCCC1C (stereo not drawn),9,-0.1,-17
O=C(CCN1C(=O)/C(=C/c2ccccc2Cl)SC1=S)Nc1ccccn1,65*,-0.9,-40
COc1cc(/C=C/C(=O)O)ccc1S(=O)(=O)N1CCCc2ccccc21,15,-0.7,-1
CNc1nc(NCc2ccccc2)c2ccccc2n1,7,-1.7,-22
COc1ccc(C(=O)N/C(=C\c2cn(C)c3ccccc23)C(=O)N2CCOCC2)cc1,11,0.9,-15
CCCCCCNCCn1cnc2c(N)ncnc21,5,-1.5,-12
FC(F)(F)c1cccc(Nc2ncnc3ccccc23)c1,14,-1.6,-11
CCC1(CC)NC(=O)N(CC(=O)OCn2nnc3ccccc3c2=O)C1=O,10,-0.1,-10
COc1ccc(Cl)cc1Nc1nc(-c2sc(NC(=O)c3ccccc3)nc2C)cs1,36,-0.6,-7
COc1ccc(NC(=O)NNC(=O)CCC(=O)Nc2ccccc2Cl)cc1,14,0.4,-11
C[C@]12c3[nH]c4cc(-c5ccco5)ccc4c3CCN1C(=O)[C@@H](CC(=O)NCCC1=CCCCC1)C[C@@H]2C(=O)N1CCCCC1,13,·,-11
CC(=O)Nc1ccc(-c2csc(Nc3ccc(S(N)(=O)=O)cc3)n2)cc1,13,-0.8,-11
CCOC(=O)c1c(NC(=O)COC(=O)Cc2n[nH]c(=O)c3ccccc23)sc(C(=O)N(C)C)c1C,6,·,-35
CCCCC1=CC2=CC(=O)C(C)(OC(=O)CC)C(=O)C2=CO1 (stereo not drawn),23,0.6,-2
CCOC(=O)c1ccc2[nH]c3c(c2c1)CCCC3,78*,-0.4,31
COc1cc(/C=N/c2oc(-c3ccccc3)cc2C#N)ccc1O,12,·,-1
CCN(CC)c1nc(OCCNC(=O)Nc2ccccc2)nc(N(CC)CC)n1,7,-1.0,-15
Cc1cccc(CSC2=NCCN2S(=O)(=O)c2ccc(F)cc2)c1,37,-2.0,-21
NS(=O)(=O)c1ccc(CNc2nc(-c3cccnc3)nc3ccccc23)cc1,17,6.0,-15
Cc1onc(-c2ccccc2)c1-c1ccc(S(N)(=O)=O)cc1,12,-1.1,-15
CCN(CC)CCCn1c2c(c(SCC(=O)Nc3cccc4ccccc34)nc1=O)CCC2,17,-0.8,-18
O=S(=O)(Cc1nnnn1-c1ccccc1)c1ccccc1,19,-2.8,-11
CN(Cc1ccccc1)C(=O)c1ccc(NC(=O)Cc2cccc(NC(=O)C3CCCN(C(=O)C4CCCC4)C3)c2)cc1 (stereo not drawn),10,-2.9,-5
COc1cccc(/C=C2/Oc3ccccc3N(CC(=O)NCC3CCCO3)C2=O)c1 (stereo not drawn),109*,-1.5,75*
NC(=O)c1nc(C(=O)N2CCCCC2)c2ccccc2n1,5,0.0,2
CC(C)c1ccc(NC(=O)CCCC(=O)NCCc2ccccc2)cc1,-4,-0.6,-8
CC(C)(C)NC(=O)c1ccc2nccnc2c1,6,-2.0,-1
O=C(c1cccc(Oc2c(Cl)cccc2[N+](=O)[O-])c1)N1CCCCC1,21,0.2,-16
Cc1ccc(C)c(NC(=O)COC(=O)CCCN=C2NS(=O)(=O)c3ccccc32)c1,4,-1.1,-17
O=C(NC(=S)Nc1ccc(S(=O)(=O)N2CCCCC2)cc1)c1ccc(Cl)cc1,28,-2.5,-14
COCC(C)n1c(C)cc(C(=O)CN2C(=O)NC(Cc3c[nH]c4ccccc34)C2=O)c1C (stereo not drawn),24,-1.0,-10
COc1ccc(OCCN2C(=O)c3cccc(N)c3C2=O)cc1,18,-0.6,-10
O=C(O)CCn1c(CO)nc2ccccc21,7,1.0,3
COc1ccc(OC)c(NC(=O)c2sc3ncnc(N4CCN(c5ccccn5)CC4)c3c2C)c1,7,-1.0,-6
COc1ccc(C(=O)NC(=S)N2CCN(C)CC2)cc1Br,-4,-0.9,-20
